ATXN2 expr inh = ATXN2 expression inhibition; HEK-293 ATXN2-luciferase reporter, luminescence, 24 h; Potency, µM (top dose mostly 57 µM), for inactives: at the top dose activity change, negative = inhibition, most hits filed as inhibitors; hit rate 0.72% among 360,000; further: potency means the concentration at half of the fitted maximal effect; on the % scale 0 is the no-effect control and ±100 the full control effect; nearly all actives have a fitted effect of over 55% in size
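ATXN2-luciferase reporter cells (luciferase flanked by upstream and downstream ATXN2 gene portions) were treated 24 h at 37 °C with compounds at up to 57 uM. SteadyGlo luminescence gave expression; GF-AFC fluorescence gave viability.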
SW480 rerep = inducers of DNA re-replication in SW480 colon cancer cells; SW480 DNA re-replication, Hoechst DNA content imaging, 48 h; Potency, µM (titrated, usually from 46.1 µM), for inactives: at the highest dose re-replication activation, hits mostly activators; hit rate 1.8% among 340,000; AID 624297; further: potency means the concentration at half of the fitted maximal effect; % of control where 0% means no effect; nearly all actives have a fitted effect of over 55% in size
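Quantitative HTS format with DMSO vehicle controls; 48 hr drug incubation at 37 C, then 40 min Hoechst staining and scanning imager measurement at 405 nm excitation.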
IL1B secr inh = inflammasome signaling inhibition, IL-1 beta readout. THP-1 LPS/ATP IL-1B secretion, AlphaLISA, 16 h; hits give low values. activity change, % at 57.5 µM. hit rate 4.7% among 360,000; in the data active means activity change below about -50%; inconclusive means mostly about -30% to -49%; further: on the % scale 0 is the no-effect control and ±100 the full control effect
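THP-1 cells pretreated 1 hr with compounds (up to 57.5 uM final), then stimulated with LPS (250 ng/mL final) plus ATP (1.25 mM final); secreted IL-1B measured by AlphaLISA after 16 hr, decreased signal indicating inhibition.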
MCF10A rerep = DNA re-replication induction in MCF 10a cells | MCF 10A DNA re-replication, Hoechst nuclear intensity, 48 h | Potency, µM (series often up to 46.1 µM), for the others: top-dose activity, positive = re-replication, hits mostly activators | hit rate 2.9% among 350,000; further: potency means the concentration at half of the fitted maximal effect; % of control where 0% means no effect; nearly all actives have a fitted effect of over 50% in size
HT1080NT lethal = kills 2HG-producing HT-1080-NT fibrosarcoma cells; HT-1080-NT fibrosarcoma viability, CellTiter-Glo ATP luminescence, 48 h; Potency, µM (doses to about 46.1 µM), for the others: top-dose activity, negative = less viability, usual class: cytotoxic; AID 686970; hit rate 1.6% among 360,000;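 further: NT is the 2HG producing partner of a matched IDH1 knockdown line; potency means the concentration at half of the fitted maximal effect; 0% = DMSO-treated cells and -100% = media-only wells without cells; nearly all actives have a fitted effect of over 55% in size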
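A 48-hour cytotoxicity screen used HT-1080-NT cells plated 2 hours before compound delivery. ATP-based CellTiter-Glo luminescence measured viability, normalized to DMSO and no-cell controls.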
WRN helicase inh = blocks human WRN helicase; AID 651768; Potency, µM (highest dose often 114 µM), inactives show at the top dose activity change, negative = inhibition, actives largely listed as inhibitors; hit rate 0.46% among 360,000; WRN helicase unwinding, fluorescent forked duplex, kinetic; Q14191; further: potency means the concentration at half of the fitted maximal effect; on the % scale 0 is the no-effect control and ±100 the full control effect; nearly all actives have a fitted effect of over 55% in size
Target sequence (Q14191 whole entry, looked up): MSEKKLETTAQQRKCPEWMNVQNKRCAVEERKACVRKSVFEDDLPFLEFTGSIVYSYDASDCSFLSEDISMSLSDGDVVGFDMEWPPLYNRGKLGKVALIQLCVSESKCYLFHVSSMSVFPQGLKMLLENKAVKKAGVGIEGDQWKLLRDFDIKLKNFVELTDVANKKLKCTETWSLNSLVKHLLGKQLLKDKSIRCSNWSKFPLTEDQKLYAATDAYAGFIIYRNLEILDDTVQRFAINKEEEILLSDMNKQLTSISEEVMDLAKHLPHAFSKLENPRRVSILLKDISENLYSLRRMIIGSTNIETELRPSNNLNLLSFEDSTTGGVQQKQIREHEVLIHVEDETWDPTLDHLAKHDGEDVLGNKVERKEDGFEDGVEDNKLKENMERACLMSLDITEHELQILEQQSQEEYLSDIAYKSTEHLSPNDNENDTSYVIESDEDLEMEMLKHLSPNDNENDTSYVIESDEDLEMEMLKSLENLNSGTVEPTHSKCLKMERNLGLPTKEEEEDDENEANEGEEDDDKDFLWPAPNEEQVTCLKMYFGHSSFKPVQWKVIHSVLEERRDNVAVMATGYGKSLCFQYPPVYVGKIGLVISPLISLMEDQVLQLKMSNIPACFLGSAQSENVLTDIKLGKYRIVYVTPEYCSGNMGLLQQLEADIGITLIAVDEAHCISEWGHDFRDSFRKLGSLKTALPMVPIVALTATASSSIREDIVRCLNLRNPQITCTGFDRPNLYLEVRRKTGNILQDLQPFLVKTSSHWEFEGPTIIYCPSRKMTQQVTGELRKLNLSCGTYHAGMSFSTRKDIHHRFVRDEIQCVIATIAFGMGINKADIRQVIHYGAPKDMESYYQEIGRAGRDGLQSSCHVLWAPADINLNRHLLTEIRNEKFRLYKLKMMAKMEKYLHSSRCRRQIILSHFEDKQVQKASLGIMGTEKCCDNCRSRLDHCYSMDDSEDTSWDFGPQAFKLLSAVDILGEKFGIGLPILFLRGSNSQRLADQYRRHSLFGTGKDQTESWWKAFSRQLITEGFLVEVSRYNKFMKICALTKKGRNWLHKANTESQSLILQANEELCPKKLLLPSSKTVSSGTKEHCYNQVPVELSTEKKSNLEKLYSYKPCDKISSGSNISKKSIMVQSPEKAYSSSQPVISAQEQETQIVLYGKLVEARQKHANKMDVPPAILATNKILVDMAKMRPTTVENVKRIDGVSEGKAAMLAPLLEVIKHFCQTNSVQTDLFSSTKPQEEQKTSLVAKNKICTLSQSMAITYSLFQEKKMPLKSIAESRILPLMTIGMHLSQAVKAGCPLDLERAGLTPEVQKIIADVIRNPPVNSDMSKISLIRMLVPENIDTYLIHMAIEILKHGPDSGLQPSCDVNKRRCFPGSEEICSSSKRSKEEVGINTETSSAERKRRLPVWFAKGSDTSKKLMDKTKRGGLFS
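Primary qHTS, 1536-well format. 20 nM WRN + compound, 15 min RT; start with 100 nM forked fluorophore/quencher duplex, 2 mM ATP (final); kinetic read ex 525/em 598 nm.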
KB-V1 cytotox = kills drug-selected multidrug resistant KB-V1 cells; hit rate 3.4% among 400,000; AID 1347076; KB-V1 MDR cells viability, CellTiter-Glo, 72 h; Potency, µM (top dose mostly 46.1 µM), without a hit: at the top dose activity change, negative = cytotoxicity, most hits filed as cytotoxic; further: potency means the concentration at half of the fitted maximal effect; on the % scale 0 is the no-effect control and ±100 the full control effect; nearly all actives have a fitted effect of over 60% in size
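KB-V1, DMEM (no phenol red) + 10% FBS; cpd pin-transferred, titration series; 72 h, 37 degrees C; CellTiter-Glo, luminescence. Data normalized, curve-fit.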
KB-3-1 cytotox = KB-3-1 parental cell cytotoxicity; Potency, µM (highest dose often 46.1 µM), without a hit: at the highest dose activity change, negative = cytotoxic, actives largely listed as cytotoxic; KB-3-1 viability, CellTiter-Glo ATP luminescence, 72 h; AID 1347075; hit rate 1.4% among 400,000; further: potency means the concentration at half of the fitted maximal effect; on the % scale 0 is the no-effect control and ±100 the full control effect; nearly all actives have a fitted effect of over 60% in size
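72 h, 37 °C compound treatment of KB-3-1 parental cells; CellTiter-Glo added, 10 min, luminescence read. Data corrected against DMSO-only plates and normalized before curve fitting.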
HT1080 IDH1KD tx = kills HT-1080 cells with IDH1 knockdown. AID 686971. Potency, µM (titrated, usually from 46.1 µM), without a hit: at the top dose activity, negative = toxicity, most hits filed as cytotoxic. hit rate 2% among 360,000. HT-1080 IDH1 knockdown viability, ATP luminescence, 48 h;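 further: potency means the concentration at half of the fitted maximal effect; 0% = DMSO wells and -100% = cell-free medium wells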
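HT-1080-IDH1KD cells (IDH1 knocked down), 750/well in RPMI with 5% FBS, treated with compound 48 h at 37 degrees C. Viability by CellTiter-Glo luminescence, normalised to DMSO and no-cell wells; concentration-response curves classed.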
* marks the source's active call; other numbers are inactive results; ? = inconclusive; nt = no result given; [ ] = dose if it differs, or a comment. Unless noted, the call rests on the fitted dose curve; in most records, active means well fitted curve in the direction sought with a large enough effect; inconclusive means small, poorly fitted or top-dose-only effect, or another doubt; inactive means no such curve, though single readings can be large; an effect the other way counts as inactive or inconclusive. Outcome played no part in choosing rows. Share with any hit: about 12%.

SMILES	ATXN2 expr inh	SW480 rerep	IL1B secr inh	MCF10A rerep	HT1080NT lethal	WRN helicase inh	KB-V1 cytotox	KB-3-1 cytotox	HT1080 IDH1KD tx
Cc1cc(C)c(OCCCCN2CCNCC2)c(C)c1	?	-13%	?	?	?	2%	6%	1%	?
CNC(=O)C(=O)NCC1OCCN1S(=O)(=O)c1ccc([N+](=O)[O-])cc1 (stereo unspecified)	2%	nt	-18	7%	-5%	-12%	-19%	0%	-3%
C[C@]1(CC/C(=C/CO)CO)[C@H](CO)CC[C@@]23COC(=O)C2=CCC[C@@H]31	-9%	-4%	5	-7%	2%	7%	10%	-3%	-8%
Nc1nnc(Sc2ncccc2[N+](=O)[O-])s1	-12%	-3%	-29	0%	15%	-7%	-3%	-2%	12%
C(CCCN1CCCCC1)CCN1CCCCC1	-7%	0%	1	8%	16%	-15%	-10%	-4%	15%
Cc1ccc(Nc2cc(-n3nc(C)cc3C)ncn2)c(C)c1	4%	1%	0	-10%	0%	-4%	?	-2%	-2%
COc1ccc(S(=O)(=O)N2CCN(Cc3cccc(Cl)c3)CC2)cc1	-6%	-5%	-14	-2%	-2%	0%	-4%	-10%	-1%
Fc1ccccc1OCCn1c(=S)[nH]c2ccccc21	29%	1%[9.22 µM]	5	-3%	-27%	-17%	-5%	5%	-19%
COc1ccc(N=Nc2c(-c3ccc(OC)cc3)[nH]oc2=O)cc1	-11%	3%	-3	-1%	11%	17%	-3%	-6%	22%
CCOC(=O)CCC(=O)N(CCN(C(=O)CCC(=O)OCC)c1ccccc1)c1ccccc1	-2%	-2%	2	1%	14%	-8%	?	-4%	15%
O=C(O)c1ccc2c(c1)NC(=O)C(N1CCCC1)S2 (stereo unspecified)	-13%	-4%	-13	-4%	13%	-10%	0%	-2%	-7%
CN1CCN(c2ccc([N+](=O)[O-])cc2NC(=O)c2ccccc2Cl)CC1	-23%	-15%	0	-3%	-2%[9.24 µM]	-9%	?	0%	-5%
COc1cccc(C(=O)NCC2CCN(c3ccc(S(=O)(=O)N4CCOCC4)cc3)CC2)c1	3%	6%	-29	?	-5%	-1%[57.1 µM]	?	-20%	-5%
COc1cccc(NC(=O)CN(C)S(=O)(=O)/C=C/c2ccccc2)c1	-2%	-5%	-20	6%	1%[9.24 µM]	-5%	4%	6%	0%
CCC(CO)Oc1cc(NC(=O)c2ccc([N+](=O)[O-])cc2)c2ncn(C(C)C)c2c1 (stereo unspecified)	-1%	0%	-17	4%	2%	-5%	7%	12%	8%
CCCCN(CC)CCNC(=O)CCNC(=O)Cn1ccc2ccccc2c1=O	0%	-11%	-2	2%	2%	-8%	22%	16%	8%
CCN1CCN(c2cc3nc(C)n(Cc4ccccc4)c(=O)c3cc2NC(=O)c2ccccc2F)CC1	-26%	8.2µM*	-15	18µM*	?	-23%	?	?	21µM*
CC(C)CCn1nnnc1C(c1ccccc1F)N1CCC(C(N)=O)CC1 (stereo unspecified)	3%	0%[9.22 µM]	-16	2%	-5%	7%	-1%	-9%	1%
COc1ccc(C2NN=C(c3c[nH]c4ccccc34)C2O)cc1 (stereo unspecified)	nt	?	-18	23%	-13%	-2%	5%	0%	-6%
Cc1ccc(C)c(C(C)NC(=S)NCc2ccc(F)cc2)c1 (stereo unspecified)	?	?	40	20%	?	-4%	?	-23%	?
CN1CCN(CC(=O)Nc2ccc(Oc3ccccc3)cc2)CC1	3%	-5%	2	?	?	-4%	-21%	-11%	-28%
CCC(C)Oc1cccc(C(=O)Nc2ccccc2N2CCOCC2)c1 (stereo unspecified)	7%	-16%	-6	12%	1%	-9%	-7%	5%	0%
Cc1cc(NC2CCCCC2)nc(NCc2ccccc2)n1	?	15µM*	-74*	?	?	-5%	-8%	?	?
O=C(NCc1cccc(Cl)c1)C1Cc2c(-c3ccccc3Oc3ccccc3)ccnc2O1 (stereo unspecified)	?	nt	-12	nt	?	3%[57.1 µM]	?	-6%	?
CCc1ccc(C(=O)CN(C#N)c2nc(C)cc(C)n2)cc1	-29%	-1%	-2	?	?	-7%	?	?	?
COc1ccccc1C(CNc1nc(C(F)(F)F)nc2ccccc12)N(C)C (stereo unspecified)	-21%	3%	-15	16%	-11%	15%	?	-5%	-5%
O=C(NCCc1ccc(F)cc1)c1cc([N+](=O)[O-])ccc1N1CCOCC1	-1%	-9%	-6	-4%	4%	-8%	?	2%	-1%
O=C(CCC1CCCC1)NCc1cccs1	23%	3%	-13	9%	13%	-5%	2%	-1%	15%
CC(C)CCNC(=O)C1CC(c2ccc(C(F)(F)F)cc2)=NO1 (stereo unspecified)	-7%	2%	5	0%	0%	9%	-2%	0%	0%
CC1CC(C)(C)NC(=S)N1CCCC(=O)NCCc1ccc(Cl)cc1 (stereo unspecified)	3%	-3%	3	4%	2%	7%	?	2%	3%
CCN(CC(=O)Nc1ccc(OC)cc1)C(=O)c1cc([N+](=O)[O-])ccc1N1CCOCC1	5%	-9%	-7	-2%	-2%	2%	-4%	5%	-2%
OCCC1CN(Cc2nc3ccccc3s2)CCN1C1CCCC1 (stereo unspecified)	nt	1%	0	-2%	0%	1%	0%	?	0%
CCOc1ccccc1N1CCN(S(=O)(=O)c2cccs2)CC1	4%	-2%	7	-3%	-2%	-8%	?	-3%	-1%
CC1(C)CC(NC(=O)C(F)(F)F)CC(C)(C)N1OC(=O)c1ccco1	-2%	1%	-6	52%[0.0737 µM]	2%	-11%	9%	4%	29%
CC(NC(=O)c1ccncc1)c1ccc(Br)cc1 (stereo unspecified)	7%	-1%	-9	1%	-2%	2%	?	0%	-4%
CCOc1cc(C(=O)NCc2ccc(C)cc2)ccc1OCC(=O)N1CCOCC1	-9%	5%	16	-6%	5%	4%	-18%	0%	3%
CN(C)c1ccc(/C=N/NC(=O)CNC(=O)c2ccc3c(c2)OCCO3)cc1	-19%	-7%	24	21%	-1%	11%	-1%	-3%	0%
CN(CC(=O)NC1CCCCC1)S(=O)(=O)c1cccc2cccnc12	0%	-1%	-5	-3%	0%	0%	-25%	0%	7%
O=C1c2ccccc2S(=O)(=O)c2cc(N3CCOCC3)ccc21	?	5%	?	?	-1%	1%	?	?	-8%
Cc1ccsc1/C=N/NC(=O)c1nnn(-c2nonc2N)c1CSc1ccccc1	5%	?	6	?	?	2%	23%	13%	16%
O=C(OCCN1C(=O)c2ccccc2C1=O)c1cccc(OC(F)F)c1	-7%	-3%	-10	0%	22%	-24%	7%	-1%	19%
CCc1ccc(NS(=O)(=O)c2cc(OC)ccc2OC)cc1	0%	-1%	12	-3%	?	-4%	-6%	-16%	-7%
CCOc1ccccc1NC(=O)CCc1c(C)nn(-c2ccc(N3CCCCC3)nn2)c1C	6%	4%	-14	-5%	-1%	-5%[57.1 µM]	?	5%	-12%
Cc1cc(C)c2c(-n3cccc3)c(C(=O)O)sc2n1	-8%	0%	0	1%	-2%	6%	-1%	1%	-13%
CCCC12CN3CCN(CC(C3)/C1=N\NC(=O)c1ccccc1Cl)C2	20%	?	27	-1%	?	4%	-17%	-1%	6%

Rewritten comma-delimited: 2 of the compounds above
Compound,ATXN2 expr inh,SW480 rerep,IL1B secr inh,MCF10A rerep,HT1080NT lethal,WRN helicase inh,KB-V1 cytotox,KB-3-1 cytotox,HT1080 IDH1KD tx
CN(C)c1ccc(/C=N/NC(=O)CNC(=O)c2ccc3c(c2)OCCO3)cc1,-19%,-7%,24,21%,-1%,11%,-1%,-3%,0%
CN(CC(=O)NC1CCCCC1)S(=O)(=O)c1cccc2cccnc12,0%,-1%,-5,-3%,0%,0%,-25%,0%,7%

Carrying on.
SMILES	ATXN2 expr inh	SW480 rerep	IL1B secr inh	MCF10A rerep	HT1080NT lethal	WRN helicase inh	KB-V1 cytotox	KB-3-1 cytotox	HT1080 IDH1KD tx
CC(C)CNC(=O)C(=O)NCC1OCCCN1S(=O)(=O)c1cccs1 (stereo unspecified)	1%	-9%	31	-18%	0%	-6%	-20%	-27%	-3%
Cc1cc(C(=O)OCC(=O)c2cccc([N+](=O)[O-])c2)c2cccc(C)c2n1	0%	-3%	24	-1%	5%	-22%	0%	2%	7%
CC(C)OC(=O)C(=O)NNc1ccccc1	?	3%	19	10µM*	7.3µM*	2%	-5%	?	9.2µM*
O=C(CSc1nnc(-c2ccc3c(c2)OCO3)n1-c1ccccc1)c1ccc(Cl)cc1	?	-1%	7	12%	-5%	6%	16µM*	-5%	12%
COc1ccc(/C=C/c2nc3ccccc3c(=O)n2-c2cccc(C(=O)O)c2)cc1	2%	-7%	-5	?	-2%	11%	-1%	0%	13%
CC(=O)N(C)c1ccc(NC(=O)Nc2cccc3ccccc23)cc1	51%[activator]	-23%	42	-30%[inhibitor]	-1%	-9%	20%	-17%	0%
O=CN1CCN(C(=O)COc2ccc(Cl)cc2Br)CC1	nt	-4%	-1	-1%	8%	-2%	1%	5%	0%
CSc1ccc(C2=C/C(=C3/SC(=S)NC3=O)c3ccccc3O2)cc1	?	-5%	-1	2%	14%	-1%	0%	-16%	0%
Cc1ccc(NC(=O)c2cccc(Oc3ccc([N+](=O)[O-])cc3)c2)c(C(=O)O)c1	nt	5%	33	-12%	8%	-13%	23%	?	11%
O=C(Nc1ccc(F)cc1)Nc1csc2ccccc12	13%	?	nt	?	?	-5%	?	?	?
CC1(C)CC(=O)CC(=O)/C1=N\Nc1c(Cl)cc(Cl)cc1Cl	-13%	-1%	43	-3%	10%	4%	-3%	-3%	5%
CCCNC(=O)C1CC2Cn3c(nc4ccccc43)C2N1C (stereo unspecified)	7%	-4%	16	-2%	9%	2%	?	0%	2%

Screening results as filed in PubChem.
